Pf apPOL inh – Pf-apPOL inhibitors, biochemical, fluorescence | Plasmodium falciparum apicoplast DNA polymerase (apPOL) | Recombinant Pf-apPOL, molecular beacon fluorescence, 1.5 h | inhibition, % at 10 µM | 210,000 tested, 0.25% active
mHTT-CaM PPI inh – mutant huntingtin-calmodulin interaction inhibitors – biochemical, AlphaScreen, primary screen | P42858 | 190,000 tested, 3.6% active | AlphaScreen His-mHTT/GST-CaM binding, luminescence | inhibition, % at 15 µM;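 further: 0% = both proteins with DMSO and 100% = one protein alone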
* = called active by the depositor; / = no result given; & = joins results of further samples. No stated cut-off is given here; in the data, active means inhibition above about 50%; inactive means the rest.

SMILES	Pf apPOL inh	mHTT-CaM PPI inh
COc1ccc(CCN2COc3ccc4c(c3C2)OC(=Cc2ccco2)C4=O)cc1	-15	43
CC1=NN(c2ccccc2)C(=O)/C1=C/c1cc(Cl)c(O)c(Cl)c1	-9	64*
Cc1ccc(-n2nc3c(c2NC(=O)c2cccc(Cl)c2)CS(=O)(=O)C3)cc1	-6	12
Cc1ccc(C2CC(=O)Oc3ccc(C(C)(C)C)cc32)cc1 (configuration not stated)	-3	-18
COC(=O)C(C(=O)OC)=C(NC(N)=O)SC	1	/
CC(=O)c1ccc(NC(=O)COc2ccc(Br)c(C)c2)cc1	-1	-4
Cc1ccc(F)c(NC(=O)C2CC=CCC2C(=O)O)c1 (configuration not stated)	-4	-3
CCOC(=O)N1CCN(Cc2nc3c([nH]2)c(=O)[nH]c(=O)n3C)CC1	0	-8
CCN(CC)c1ccc(CN2CCc3cc(OC)c(OC)cc3C2)cc1	-2	18
O=C(O)c1ccc(S(=O)(=O)c2ccc3c(c2)C(=O)N(c2nccs2)C3=O)cc1	-16	-3
CCC(C)(C)OCC(O)CN1CC(C)CC(C)C1 (configuration not stated)	-2	-3
C[C@@H]1COc2cccc(N3CCC[C@@H]3CO)c2S(=O)(=O)N1	-2	-1
O=C(Nc1ccc(NC(=O)c2cccc([N+](=O)[O-])c2)cc1)c1cccc(Br)c1	-2	1
O=C(Nc1ccc2c(c1)CN(C(=O)c1ccco1)CC2)c1c(F)cccc1Cl	-2	-2
Cc1oc(C2CCN(S(=O)(=O)c3cccs3)CC2)nc1C(=O)N1CCCCC1	-6	-1
COc1ccc(CC(=O)Nc2nc3cc4c(cc3s2)OCCO4)cc1C	4	-14
NC(=O)C1(N2CCCCC2)CCN(C(=O)c2cccn3c(=O)c4ccccc4nc23)CC1	-2	17
O=C(NCC1CCN(c2cc(-c3ccncc3)[nH]n2)CC1)c1ccccc1F	-9	1
CNS(=O)(=O)c1cccnc1Nc1ccccc1	-6	-5
COc1cccc(-c2nc(C3CCN(C(=O)c4ccc(C)c(F)c4)CC3)no2)c1	-6	-5
CCOc1ccc(C(=O)N2CCCN(c3ncccc3-c3nc(CC)no3)CC2)cc1	-4	5
O=[N+]([O-])c1cc(CN2CCN(c3ccccc3)CC2)c(O)c2ncccc12	2	100*
Cc1nn(-c2ccc(F)cc2)c2nc(N3CCCN(C(=O)c4ccccc4)CC3)sc12	4	36
COc1ccc(C2=N/C(=C\c3coc4ccccc4c3=O)C(=O)O2)cc1	-5	3
O=C(Nc1ccccc1)c1ccccc1CCc1ccccc1	-4	-11
Cc1nnc(-c2ccc3ccn(CC(=O)NC4CCCC4)c3c2)o1	0	5
COc1ccc(Cl)cc1C(=O)NCC1CCN(S(=O)(=O)C2CC2)CC1	-20	-2
Brc1ccc(-c2nc3sc(-c4ccc(Br)cc4)nc3s2)cc1	/	4
Cc1cc(Cl)ccc1OCc1nc(-c2ccc([N+](=O)[O-])cc2)no1	6	1
COc1cc(CNC(=O)O[C@@H]2C[C@H]3C[C@@H]2[C@H]2CCCCN2C3=O)cc(OC)c1	0	4
Cn1nc(-c2nc(-c3ccccc3F)no2)c2c1CCN(C(=O)c1c(F)cccc1F)C2	-2	2
CCc1ccc(CNC(=O)c2c(C)sc3c(=O)n(C(C)C)cnc23)cc1	-1	8
COc1ccc(Cl)cc1NC(=O)N1CCC(C(=O)Nc2nccs2)CC1	-6	1
Cc1ccccc1C1CC(c2ccc(F)cc2)Nc2nnnn21 (configuration not stated)	8	4
c1ccc2[nH]c(CSc3ncnc4ccccc34)nc2c1	-10	0
NC(=S)c1ccc(C(F)(F)F)cc1Cl	1	/
COCCNC(=O)c1cncc(-c2ccccc2C)c1	-4	-4
CN1CCN(C(CNS(=O)(=O)c2ccccc2[N+](=O)[O-])c2ccc(N(C)C)cc2)CC1 (configuration not stated)	-2	11
CCOc1ccc(-c2cn(-c3cccc(C)c3)c(=O)[nH]2)cc1Cl	-5	17
CC1CCC(NCC(C)(C)CN(C)C)C1 (configuration not stated)	10	-2
CC(C)(C)S(=O)(=O)c1cccc(S(=O)(=O)C(C)(C)C)c1	-1	-6&-8
COc1cc(C2C(C#N)=C(N)Oc3c2c(C)nn3-c2ccccc2)ccc1O (configuration not stated)	-9	18
Cc1ccc(-c2csc3c(=O)n(CC(=O)NCc4ccccc4)cnc23)cc1	-3	-12
Cc1ccc(OCC(=O)NCc2cccnc2)c(C)c1	5	1
CCc1c(C(=O)O)nnn1-c1ccc(C)c(Cl)c1	1	-7
Cc1nnc(Sc2cc(C(=O)N3CCC4(CC3)OCCO4)c3ccccc3n2)s1	-13	2
Cc1ccc2nc(-c3ccc(NC(=O)c4ccc(-n5cccn5)nn4)cc3)sc2c1	3	-9
O=C(NCc1n[nH]c(=O)c2ccccc12)Nc1ccc(Cl)c(Cl)c1	-5	-9
CCCCS(=O)(=O)N1CCN(c2cc(-n3cccn3)ncn2)CC1	2	-5
Oc1ccccc1-c1noc(-c2ccccc2O)n1	-2	35

Taken from above.
Entry for `COc1ccc(C2=N/C(=C\c3coc4ccccc4c3=O)C(=O)O2)cc1` under mHTT-CaM PPI inh: 3
Entry for `O=C(NCC1CCN(c2cc(-c3ccncc3)[nH]n2)CC1)c1ccccc1F` under Pf apPOL inh: -9
Entry for `COc1ccc(Cl)cc1C(=O)NCC1CCN(S(=O)(=O)C2CC2)CC1` under mHTT-CaM PPI inh: -2

The listing picks up with the 4 entries that preceded the break.
SMILES	Pf apPOL inh	mHTT-CaM PPI inh
Cc1ccc2nc(-c3ccc(NC(=O)c4ccc(-n5cccn5)nn4)cc3)sc2c1	3	-9
O=C(NCc1n[nH]c(=O)c2ccccc12)Nc1ccc(Cl)c(Cl)c1	-5	-9
CCCCS(=O)(=O)N1CCN(c2cc(-n3cccn3)ncn2)CC1	2	-5
Oc1ccccc1-c1noc(-c2ccccc2O)n1	-2	35
CCCN1CCN(C(=O)C2CCN(c3cn[nH]c(=O)c3)CC2)CC1	-3	3
CCc1noc(-c2cccnc2N2CCCN(C(=O)Cc3ccccc3OC)CC2)n1	-21	8
COc1cccc(Nc2nc3ccncc3n(C(C)C)c2=O)c1	2	13
O=C(Nc1ccc(F)cc1)C1CCCN(C(=O)c2cccc(C(F)(F)F)c2)C1 (configuration not stated)	-6	26
O=C(O)c1ccc(-c2ccc(F)cc2)o1	-3	-2
Cc1nc(-c2ccccc2)sc1C(=O)N1CCC(CC(=O)NCCN2CCCC2)CC1	4	12
O=[N+]([O-])c1ccc(N2CCCCC2)cc1Sc1nc2ccccc2[nH]1	-3	24
Cn1c(/C=C/c2ccc([N+](=O)[O-])o2)nc2ccc(I)cc2c1=O	3	13
COCc1cc(=O)n2[nH]c(-c3cccc(OC)c3)cc2n1	-4	/
COCCN1C(=O)C(O)=C(C(=O)c2cccs2)C1c1ccc(I)cc1 (configuration not stated)	0	4
Cc1ccc(C(=O)N2CCC(c3noc(N)c3C(C)C)CC2)c(C)c1	-7	8
COc1ccc(C2(O)C(=O)c3ccccc3C2=O)cc1	-2	-4
O=C(Cc1ccc(Cl)cc1)Nc1ccc(N2CCN(C(=O)c3ccccc3)CC2)cc1	-14	16
Cc1nc2c(s1)CCc1oc(C(=O)N3CCCCCC3)c(C)c1-2	-11	14
O=C(NCCc1ccc(F)cc1)c1ccc(Cl)cc1[N+](=O)[O-]	-6	-4
COCc1[nH]nc2c1C(c1cccc(O)c1)C(C#N)=C(N)O2 (configuration not stated)	0	0
Nc1c(N=O)c(=O)[nH]c(=O)n1Cc1ccco1	/	9
Cc1ccccc1CNC(=O)C(=O)Nc1ccccc1F	-6	1
Cc1ccc(NC(=O)c2noc3c2CCCC3)cc1C	-5	-10
O=C(Oc1ccc(Cl)cc1)c1ccc2nonc2c1	4	/
O=C(NCc1ccc(Cl)cc1)C1CCc2sc(C(=O)N3CCCC3)cc2C1 (configuration not stated)	-5	2
COCCCn1c(=N)c(C(=O)NCCN2CCOCC2)cc2c(=O)n3ccccc3nc21	8	6
CCOc1ccc(NC(=O)c2c(OC)cccc2OC)cc1	-9	1
CC1=C(C(=O)N2CCOCC2)C(c2cc(Cl)ccc2OC(F)F)n2c(nc3ccccc32)N1 (configuration not stated)	-8	17
Cc1noc(-c2nn(C)c3c2CN(C(=O)COc2ccc(F)cc2)CC3)n1	-2	-6
COCCN=C1Nc2ccccc2NC12CCCN(C(=O)c1ccc(OC)c(OC)c1)C2 (configuration not stated)	-1	6
O=C(NCCC1=CCCCC1)C1CCCN(C(=O)c2cccc(C(F)(F)F)c2)C1 (configuration not stated)	-4	47
COc1ccc(S(=O)(=O)N2CCN(C)C(c3ccc(F)cc3)C2)cc1 (configuration not stated)	-3	10
CCCn1ncc(N2CCC(C(=O)N3CCC(COC)CC3)CC2)cc1=O	7	-6
CCC1CN(C(=O)Nc2cc(C)ccc2OC)c2cc(C)ccc2O1 (configuration not stated)	2	-4
O=C(NCc1cccs1)c1ccc2ncnc(N3CCCCC3)c2c1	19	10
CC(C)(C)C(=O)Nc1ccc(C23CC4CC(CC(Cl)(C4)C2)C3)cc1	-6	21
Cc1n(-c2ccccc2)nn[n+]1C	-4	-6
CCN1C(=O)C(CC(=O)NC(C)C)Sc2ncccc21 (configuration not stated)	0	-12
O=C(c1ccc(OCC2CCCN(C(=O)c3ccccc3F)C2)cc1)N1CCCC1 (configuration not stated)	14	-2
CCn1c(=O)c(N2CCC(NC(=O)Nc3ccc(C)cc3C)CC2)nc2ccccc21	-6	14
CCOCCn1cnc2sc(C(=O)Nc3cccc(C(F)(F)F)c3)c(C)c2c1=O	-5	18
O=C(Nc1cccc2ccc(-n3ccnc3)nc12)c1ccccc1Cl	1	62*
O=C1C(C=NCc2ccccn2)=C(O)c2ccccc21	-2	5
CCc1ccc(N(CC(=O)NCc2cccnc2)S(=O)(=O)c2ccccc2)cc1	-3	5
O=C(Cn1c(=O)oc2ccccc21)N1CC(c2nc3ccccc3[nH]2)C1	-6	-1
O=C(c1ccccn1)N1CCCC2(C1)Nc1cccnc1NC2=NCc1ccccc1 (configuration not stated)	-4	1
CCNc1cc(N2CCCC(CCC(=O)NCCN3CCOCC3)C2)ncn1 (configuration not stated)	-1	6
Cn1c(=O)c2c(nc(NC3CCCCC3)n2Cc2ccc(F)cc2)n(C)c1=O	-5	-1
COc1ccccc1C1NC(=O)C(=O)C1=C(O)c1ccc(Br)cc1 (configuration not stated)	-4	-1
Cc1ccc(Cc2c(C)nc3nc(SCC(=O)NCCCN4CCOCC4)nn3c2C)cc1	-2	11
Cc1ccc(C(=O)N2CCC3(CC2)NC(=O)c2cc(Cl)ccc2N3C)cc1	-5	-7
Cn1c(=N)n(CC(=O)c2ccccc2)c2ccccc21	0	-8
CCN1c2cc(Cl)ccc2C(=O)NC12CCN(C(=O)Nc1ccccc1OC)CC2	0	15
Nc1n[nH]c(-c2ccccc2)c1-c1ccccc1	-7&3	3

Six structures out of the list, sorted by length of the SMILES, lowest first:
SMILES	Pf apPOL inh	mHTT-CaM PPI inh
COc1cccc(Nc2nc3ccncc3n(C(C)C)c2=O)c1	2	13
Cc1ccc(C2CC(=O)Oc3ccc(C(C)(C)C)cc32)cc1 (configuration not stated)	-3	-18
Cc1nnc(-c2ccc3ccn(CC(=O)NC4CCCC4)c3c2)o1	0	5
CCc1noc(-c2cccnc2N2CCCN(C(=O)Cc3ccccc3OC)CC2)n1	-21	8
Cc1nc(-c2ccccc2)sc1C(=O)N1CCC(CC(=O)NCCN2CCCC2)CC1	4	12
COCCCn1c(=N)c(C(=O)NCCN2CCOCC2)cc2c(=O)n3ccccc3nc21	8	6

Next part.
SMILES	Pf apPOL inh	mHTT-CaM PPI inh
CC(C)C(=O)Nc1ccc(C2(C(=O)N3CCN(c4ccccc4F)CC3)CCC2)cc1	9	14
Cc1cccc(OCC(=O)NC(C)(C)C)c1C	-1	-4
COc1cc(NC(=O)C2CCCN(c3nnc4ccccn34)C2)cc(OC)c1OC (configuration not stated)	-4	0
O=C(c1ccc2c(c1)N(Cc1ccc(Cl)cc1)C(=O)CS2)N1CCC2(CC1)OCCO2	7	16
CCN1CCCC1CNC(=O)c1n[nH]c(=O)c2ccccc12 (configuration not stated)	-6	-3
CC(=O)N1CCc2sc(S(=O)(=O)N3CCN(c4ccccc4)CC3)cc2C1	-3	12
CC1=NN(c2ccccc2)C(=O)/C1=C/N1CCCCC1	-2	2
CCN(c1ccccc1)S(=O)(=O)c1ccc(F)c(C(=O)Nc2cc(OC)ccc2OC)c1	37	3
COc1ccc(S(=O)(=O)N(CC(=O)NCc2cccnc2)Cc2ccccc2)cc1OC	-1	-3
CCC(C(=O)Nc1cc(OC)ccc1OC)c1ccccc1 (configuration not stated)	5	-2
Cc1ccnc(N2CCC(C(=O)NCCc3ccccc3)CC2)n1	-21	-11
CC(C)=C1SC(N2CCN(c3ccccc3[N+](=O)[O-])CC2)=NC1=O	1	1
CCn1c(-c2ccccc2)c(C)sc1=Nc1cccc([N+](=O)[O-])c1	3	57*
COc1ccc(NC(=O)CSCc2ccccc2Cl)c(OC)c1	-8	2
O=C(CN(c1cccc([N+](=O)[O-])c1)S(=O)(=O)c1ccccc1)N1CCc2ccccc2C1	10	22
CC(=O)NCc1cnn(-c2ccc(C(=O)N3CCC(C)CC3)cc2)c1	-1	1
Cc1cc(C)c2c(N)c(C(=O)Nc3cccc(C(F)(F)F)c3)sc2n1	-2	35
CCC(C)NS(=O)(=O)c1cc(C(=O)Nc2cccc(C)c2)ccc1F (configuration not stated)	-4	5
CCOc1ccc2nc(SCC(=O)N(c3ccccc3)C(C)C)[nH]c2c1	-8	2
Cc1cccc(C2=N/C(=C\c3ccccc3)C(=O)O2)c1	-6	-1
COc1ccc(S(=O)(=O)N=C2NC(=O)/C(=C/c3cccnc3)S2)cc1	-4	1
COc1ccccc1OCCSc1nc2ccccc2s1	6	-70
Cc1c(Cl)cccc1NC(=O)c1cc(S(=O)(=O)NCc2ccccc2)ccc1F	1	2
CC1=NN(C(=O)COc2ccc(Cl)c(C)c2)C(O)(C(F)(F)F)C1 (configuration not stated)	-9	20

Screening results deposited in PubChem BioAssay by University of Kansas High Throughput Screening Laboratory.

These rows are one share of the data. The share of hits here may be higher or lower than overall.
